TDP2 inh – human TDP2 enzyme inhibitors, primary screen, biochemical, epi absorbance, recombinant enzyme; T5PNP hydrolysis, p-nitrophenol absorbance 415 nm; inhibition, % at 12.8 µM; 370,000 compounds, 0.34% hits;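 active = inhibition above the mean of all tested compounds plus 3 SD, set per campaign, cut at about 25% in these data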;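 also: 0% = DMSO with enzyme and 100% = buffer with substrate but no TDP2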
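Read-out basis: percent inhibition. System: recombinant human TDP2. Buffer or medium: Mg2+-containing Tris-HCl buffer, pH 7.5. Repeats: single replicate. Timing: reaction 2 h, 37 °C. Benchmarks: high control without enzyme, low control DMSO plus TDP2. Probe or stimulus: 5 mM T5PNP. Doses: 12.8 µM only. Measured by: epi absorbance of p-nitrophenol freed from T5PNP by hydrolysis.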
PRMT1 inh – PRMT1 methyltransferase inhibitors, primary screen, biochemical, fluorescence polarization; Protein arginine N-methyltransferase 1 (Homo sapiens), Q99873; 370,000 compounds, 1.3% hits; recombinant PRMT1, activity-based probe fluorescence polarization; inhibition, % at 2.79 µM;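 active = inhibition above about 21% made by adding two undisclosed values, limit read from the data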
Target sequence (Q99873 whole entry, looked up): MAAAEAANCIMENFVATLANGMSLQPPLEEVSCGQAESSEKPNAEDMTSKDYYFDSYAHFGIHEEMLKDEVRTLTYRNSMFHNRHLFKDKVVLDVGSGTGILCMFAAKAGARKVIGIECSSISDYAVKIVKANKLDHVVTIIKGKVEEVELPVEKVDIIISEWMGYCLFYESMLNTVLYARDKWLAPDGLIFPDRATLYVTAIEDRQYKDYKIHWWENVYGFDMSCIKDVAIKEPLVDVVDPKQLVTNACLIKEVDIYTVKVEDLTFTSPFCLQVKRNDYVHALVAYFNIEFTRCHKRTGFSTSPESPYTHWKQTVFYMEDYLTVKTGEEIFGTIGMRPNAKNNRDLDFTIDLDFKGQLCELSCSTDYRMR
TCR CD3 inh – inhibitors of human TCR-CD3 interaction, primary screen, biochemical, fluorescence, TAMRA-labeled TCR probe | T-cell receptor (TCR) | 360,000 compounds, 0.37% hits | inhibition, % at 9.4 µM; in the data active = inhibition above about 19%;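 also: recombinant mutant TCR 2C K166C tagged with TAMRA read by polarization; 0% = receptor in buffer alone and 100% = receptor with positive control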
MBD2 DNA inh – inhibitors of MBD2 binding to methylated DNA, primary screen, biochemical, TR-FRET, DNA-binding domain, human; MBD2 binding to methylated oligonucleotide; 370,000 compounds, 0.31% hits; Methyl-CpG-binding domain protein 2 (Homo sapiens), Q9UBB5; inhibition, % at 4.4 µM; AID 686964, 2013; in the data active = inhibition above about 13%
Tn6 DDE FP – inhibitors of Tn6 peptide binding to fibrin DD(E), primary screen, biochemical, fluorescence polarization, human fibrin, Tn6 probe; Fibrinogen beta chain (Homo sapiens), P02675; Fibrin DD(E) TRITC-Tn6 fluorescence polarization displacement; inhibition, % at 8.3 µM; 370,000 compounds, 0.21% hits;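 active = inhibition above a per-campaign cutoff: mean of compounds within control limits plus 3 SD, cut at about 15% in these data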;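 also: 0% = median of all compound wells on the plate and 100% = blocking peptide control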
DDE Tn7 FP inh – inhibitors of Tn7 peptide binding to fibrin DD(E), primary screen, biochemical, fluorescence polarization, human fibrin, Tn7 probe. FP displacement of FITC-Tn7 peptide from fibrin DD(E); 0% = median of compound wells per plate. AID 720508, 2013. 370,000 compounds, 0.13% hits. inhibition, % at 8.3 µM;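 active = inhibition above the mean of compounds falling within the control limits plus 3 SD of them, cut at about 14% in these data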;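 also: 0% = plate median of compound wells and 100% = 10 µM Aha-Tn7 peptide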
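Also added: labelled Tn7 tracer, 0.1 µM; Assay system: human fibrin DD(E) protein; Amount: 2 µM fibrin DD(E); Schedule: 10 min compound pre-incubation, 3 h probe incubation at room temperature; Repeats: one replicate per compound; Read-out basis: percent inhibition; Measured by: fluorescence polarization of the labelled Tn7 tracer.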
SIAE primary – human SIAE inhibitors, primary screen, biochemical, fluorescence polarization, FP-Rh probe, 1536-well HTS. Sialate O-acetylesterase (Homo sapiens), Q9HAT2. SIAE FP-Rh probe binding. inhibition, % at 9.66 µM. 370,000 compounds, 0.69% hits. AID 1053197, 2014;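 active = inhibition above a cutoff: mean of compounds within the control limits plus 3 SD of those, cut at about 17% in these data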;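 also: 0% = plate median of compound wells and 100% = probe without SIAE protein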
Target sequence (Q9HAT2 whole entry, looked up): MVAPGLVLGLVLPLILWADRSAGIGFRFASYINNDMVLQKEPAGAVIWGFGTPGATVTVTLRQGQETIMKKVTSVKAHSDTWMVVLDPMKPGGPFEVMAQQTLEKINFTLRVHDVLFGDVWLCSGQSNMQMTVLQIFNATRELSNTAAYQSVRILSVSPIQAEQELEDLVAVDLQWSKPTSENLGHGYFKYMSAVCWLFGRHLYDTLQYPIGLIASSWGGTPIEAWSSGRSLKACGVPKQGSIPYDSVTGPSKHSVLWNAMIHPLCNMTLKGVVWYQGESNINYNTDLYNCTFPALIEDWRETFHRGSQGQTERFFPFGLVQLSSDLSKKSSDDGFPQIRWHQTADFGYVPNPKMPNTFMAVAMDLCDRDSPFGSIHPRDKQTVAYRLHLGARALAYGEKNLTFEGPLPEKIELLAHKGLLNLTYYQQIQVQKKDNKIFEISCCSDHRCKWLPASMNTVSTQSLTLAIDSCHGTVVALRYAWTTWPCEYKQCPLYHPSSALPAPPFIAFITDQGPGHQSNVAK
proKLK7 act – proKLK7 zymogen activators, primary screen, biochemical, fluorescence intensity; 370,000 compounds, 0.9% hits; Kallikrein-7 (Homo sapiens), P49862; AID 652039, 2013; purified proKLK7, EDANS-DABCYL substrate fluorescence; 100% is mature enzyme control, 0% vehicle; activation, % at 7 µM;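 active = activation above the mean of all tested compounds plus 3 SD, computed per campaign excluding outliers beyond control limits, cut at about 13% in these data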
LEDGF integ inh – blockers of LEDGF/p75-dependent integrase strand transfer – biochemical, TR-FRET, high throughput, primary screen; TR-FRET IN-LEDGF/p75 DNA integration, Eu/Cy5; inhibition, % at 3.7 µM; 370,000 compounds, 0.64% hits;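 active = inhibition above the screen-wide mean plus 3 SD, cut at about 13% in these data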;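 also: signal is the Cy5 over europium emission ratio at 671 and 618 nm; 0% = plate median of compound wells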
UHRF1 binding – UHRF1 methylated DNA binding inhibitors, primary screen, counter-screen for MBD2 inhibitor project, biochemical, TR-FRET, human UHRF1, single concentration. UHRF1 binding to methylated oligo. inhibition, % at 4.4 µM. 370,000 compounds, 0.75% hits. E3 ubiquitin-protein ligase UHRF1 (Homo sapiens), Q96T88. AID 687016, 2013; in the data active = inhibition above about 21%;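 also: UHRF1 SRA domain binding a hemimethylated CpG hairpin DNA probe; 0% = median of test compound wells and 100% = reference inhibitor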
Active calls of the source: *; · = not tested or not shown. This is a random part of the collection. About 4.6% of those tested had a hit in this group.

SMILES	TDP2 inh	PRMT1 inh	TCR CD3 inh	MBD2 DNA inh	Tn6 DDE FP	DDE Tn7 FP inh	SIAE primary	proKLK7 act	LEDGF integ inh	UHRF1 binding
Cc1cccc(NC(=S)N2CCC(N(C)CC3CCCO3)CC2)c1 (stereo unspecified)	-6	-3	-2	-4	-2	8	6	0.3	2	2
CCC(=O)NC(O)C(=O)c1ccc(C)cc1 (stereo unspecified)	6	3	0	-3	7	-1	16	0.3	4	1
CCOC(=O)C1=C(COC(=O)/C=C/c2ccc([N+](=O)[O-])cc2)NC(=O)NC1C (stereo unspecified)	-6	2	-3	1	-4	3	1	-0.1	-3	1
c1ccc(SCc2nc3ccccc3[nH]2)cc1	-1	-2	4	-6	-4	-12	-2	-0.2	4	-1
CNC(=O)COC(=O)c1cc(SC)ccc1Cl	7	-2	4	-1	-2	-7	-5	-0.2	-1	26*
CC(C)C[C@H]1CN([C@@H](CC(C)C)CN2CCC[C@H]2CN2C(=O)C(=O)NC[C@@H]2Cc2ccc(O)cc2)C(=O)C(=O)N1CC1CCCCC1	0	-3	0	-1	-1	-3	-2	0.0	1	0
CCc1nnc(NC(=O)CN2CCN(Cc3ccccc3C)CC2)s1	6	0	2	3	-2	-6	7	-0.2	4	-1
CC(=O)Nc1ccc(S(=O)(=O)N2CCN(c3ccc([N+](=O)[O-])cc3)CC2)cc1	-7	1	-9	-2	1	-6	-5	0.4	0	-1
COc1ccc(S(=O)(=O)N2CCN(Cc3ccc4c(c3)OCO4)CC2)c2ccccc12	-9	0	9	-1	6	-3	-8	0.6	4	-1
CC(NC(=O)Nc1ccccc1C(F)(F)F)C1CCCO1 (stereo unspecified)	5	2	2	-3	-12	-5	2	0.0	2	10
COc1ccccc1NC(=S)N(CCN(C)C)C(C)c1ccncc1 (stereo unspecified)	-9	1	9	-1	8	1	3	0.5	0	-1
Cc1ccc(C(=O)C(OC(=O)COc2ccccc2C)c2ccccc2)cc1 (stereo unspecified)	-6	-3	2	0	-5	-8	1	-0.1	2	3
Cc1ccc(NC(=O)CSc2nc3[nH]c(=O)cc(O)c3s2)c(Br)c1	-5	14	-3	64*	3	4	-6	-0.1	7	-1
CCOC(=O)c1ccc(NC(=O)C2=C(C)Nc3nc(CCCO)nn3C2c2cccc(C)c2)cc1 (stereo unspecified)	0	6	-2	-4	-6	1	-5	0.2	-5	2
Cc1cccc(OCC(=O)N2CCN(C(=O)Cc3ccccc3)CC2)c1	0	-3	1	2	4	0	-6	0.7	-2	0

(continued)
SMILES	TDP2 inh	PRMT1 inh	TCR CD3 inh	MBD2 DNA inh	Tn6 DDE FP	DDE Tn7 FP inh	SIAE primary	proKLK7 act	LEDGF integ inh	UHRF1 binding
COc1ccc(C)cc1NC(=O)CN1CCN(c2ccccc2F)CC1	-2	1	-4	5	4	9	2	-0.3	-3	0
C[C@]12c3[nH]c4ccc(Cl)cc4c3CCN1C(=O)[C@@H](CC(=O)NCC13CC4CC(CC(C4)C1)C3)C[C@@H]2C(=O)N1CCOCC1	3	-1	4	4	9	5	3	0.3	-1	-3
CCOCCn1c(=O)c2c(nc3n2CC(C)CN3Cc2ccccc2)n(C)c1=O (stereo unspecified)	23	-3	5	3	4	-7	8	-0.5	2	0
CCn1c(=O)cc(OCC(=O)NCCc2ccc(OC)c(OC)c2)c2ccccc21	3	-1	6	2	6	4	3	0.2	1	2
CC(C)C[C@H]1CN(CCCC[C@H]2CNC(=O)C(=O)N2CC2CCCCC2)C(=O)C(=O)N1CC1CCCCC1	-2	-3	2	-6	1	-7	-5	-0.1	-2	-1
CC(C)N(C(=O)CSc1nc2ccccc2n1Cc1ccc(F)cc1)C(C)C	7	0	4	-3	8	4	4	-0.6	-2	-1
CCOC(=O)[C@@]12CN(C(=O)OC(C)(C)C)CC=C1N(Cc1ccc(OC)cc1)C(=O)[C@H]2CC(=O)N1CCSCC1	4	-2	·	-2	-9	1	8	0.4	0	0
CCOc1ccc(-c2nnn(CC(=O)c3ccc4c(c3)OCCO4)n2)cc1	10	4	0	2	-8	-4	-11	-0.2	4	3
COc1ccc2nc(SCC(=O)NC(C)C)[nH]c2c1	-14	2	4	-6	-2	4	10	-0.6	-1	3
COc1cccc(C(=O)N2CCN(C(=O)C3CCCO3)CC2)c1 (stereo unspecified)	-3	-1	6	-4	-2	-3	-3	-0.4	4	-1
CC1CN(C(=O)c2ccccc2Oc2ccccc2)CC(C)O1 (stereo unspecified)	8	-3	-3	4	2	3	-7	-0.1	3	33*
Cc1cccc(OCC(=O)NCC(=O)N/N=C/c2ccc(O)cc2O)c1	-8	-1	0	0	-2	-6	5	-6.1	-10	-1
O=C(NCC(=O)N(c1cccnc1)C(C(=O)NC1CCCC1)c1cccs1)c1cccs1 (stereo unspecified)	3	-3	2	4	-7	-2	-1	1.2	1	3
Cc1ccc2c(C)c(C(=O)N(Cc3ccccc3)C3CCS(=O)(=O)C3)oc2c1 (stereo unspecified)	-3	-3	-5	-5	-5	-7	-3	0.8	1	2
Cc1cc(C)nc(NS(=O)(=O)c2ccc(NC(=O)c3ccc(N4C(=O)CCC4=O)cc3)cc2)n1	4	2	7	-2	-5	-4	0	0.5	1	-1

More entries
SMILES	TDP2 inh	PRMT1 inh	TCR CD3 inh	MBD2 DNA inh	Tn6 DDE FP	DDE Tn7 FP inh	SIAE primary	proKLK7 act	LEDGF integ inh	UHRF1 binding
NCCCC[C@@H](C(=O)N1CCNCC1)n1cc([C@@H](N)CO)nn1	4	-2	6	0	0	-1	1	-0.3	2	6
Cc1c(NC(=O)C(C)OC(=O)CC2Sc3ccccc3NC2=O)c(=O)n(-c2ccccc2)n1C (stereo unspecified)	-4	3	-5	-2	10	0	0	0.7	-3	7
COC(=O)C1(C(=O)OC)C/C=C\CCN(S(=O)(=O)c2ccccc2[N+](=O)[O-])CC1	-4	-5	-2	-6	-10	-4	2	-0.4	4	0
O=C(CN1C(=O)NC2(CCCCC2)C1=O)N1CCN(S(=O)(=O)c2cccc(F)c2)CC1	-10	-2	2	3	-7	6	4	0.2	4	0
CC(C)NC(=O)[C@H](CSCc1ccccc1)N1Cc2ccccc2C1=O	8	5	-1	-1	1	3	2	-1.1	-2	-2
CCN(CC)CCC(c1cc(OC)c(OC)c(OC)c1)c1c(OC)cc(OC)c2ccc(=O)oc12 (stereo unspecified)	12	-1	96*	2	12	2	1	0.2	-1	3
COc1cccc(-c2cc3nc4c(c(NCC(C)(C)CN(C)C)n3n2)CCCC4)c1	-4	3	-2	1	-9	2	2	-2.3	-7	1
O=C(CNC(=O)c1cccs1)Nc1ccncc1	-7	2	-10	8	-1	0	4	0.1	4	2
NC(=O)CN(C/C=C/c1ccccc1)C/C=C/c1ccccc1	-4	3	-2	5	0	-1	-1	0.4	-7	2
CC(C)C[C@H]1COc2cccc(F)c2S(=O)(=O)N1C	0	-3	·	-4	6	1	-4	0.1	5	-1
Nc1cccc(/C=C/c2ccncc2)c1	-5	2	1	5	-3	-1	15	-0.5	2	-2
CCOC(=O)N1CCC(NC(=O)c2cc(C(=O)NCc3cccc(Cl)c3)ccc2CO)CC1	-4	2	6	2	0	-3	0	-0.6	1	-1
Cn1c(C(=O)OC(C(=O)NCC2CCCO2)c2cccnc2)cc2sccc21 (stereo unspecified)	14	5	-5	0	-5	3	-4	0.2	1	2
Cc1ccc(C(=O)C2C(c3ccc(-c4ccccc4[N+](=O)[O-])o3)NC(=O)NC2(O)C(F)(F)F)cc1 (stereo unspecified)	0	-1	3	1	0	-1	2	0.7	1	-3
Cc1c(Br)c([N+](=O)[O-])nn1CC(=O)N1CCN(C23CC4CC(CC(C4)C2)C3)CC1	3	1	-3	-2	-10	4	0	0.1	-4	3
COc1ccccc1C(=O)NC(=S)Nc1ccc(NC(=O)c2cccs2)cc1	-8	-4	2	1	1	-2	-37	-0.1	6	-4
COc1ccc(NC(=S)N2CCOCC2)c(OC)c1	-9	-3	4	-1	1	-8	3	0.0	-3	3

Part of the list above, with values under each structure.
Each structure is followed by: TDP2 inh	PRMT1 inh	TCR CD3 inh	MBD2 DNA inh	Tn6 DDE FP	DDE Tn7 FP inh	SIAE primary	proKLK7 act	LEDGF integ inh	UHRF1 binding
COc1cccc(-c2cc3nc4c(c(NCC(C)(C)CN(C)C)n3n2)CCCC4)c1
 : -4	3	-2	1	-9	2	2	-2.3	-7	1
O=C(CNC(=O)c1cccs1)Nc1ccncc1
 : -7	2	-10	8	-1	0	4	0.1	4	2
NC(=O)CN(C/C=C/c1ccccc1)C/C=C/c1ccccc1
 : -4	3	-2	5	0	-1	-1	0.4	-7	2
CC(C)C[C@H]1COc2cccc(F)c2S(=O)(=O)N1C
 : 0	-3	·	-4	6	1	-4	0.1	5	-1
Nc1cccc(/C=C/c2ccncc2)c1
 : -5	2	1	5	-3	-1	15	-0.5	2	-2
CCOC(=O)N1CCC(NC(=O)c2cc(C(=O)NCc3cccc(Cl)c3)ccc2CO)CC1
 : -4	2	6	2	0	-3	0	-0.6	1	-1
Cn1c(C(=O)OC(C(=O)NCC2CCCO2)c2cccnc2)cc2sccc21 (stereo unspecified)
 : 14	5	-5	0	-5	3	-4	0.2	1	2
